Rac1 GTP hydrolysis: MgcRacGAP GTPase-activating activity inhibitors, confirmation, biochemical, ADP Hunter fluorescence; Rac GTPase-activating protein 1 (Homo sapiens); MgcRacGAP-stimulated Rac1 GTP hydrolysis, ADP Hunter fluorescence; higher % means a stronger effect; GST-tagged Rac1 F28L mutant substrate; inhibition, % at 30 µM, or IC50 in µM where a hit was titrated; 340,000 tested, 0.6% active; AID 624330, 2012;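 active = first-screen hits whose inhibition reached a set limit at any dose in the follow-up dose series; inconclusive = inhibition above the set first-screen limit but never retested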;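 also: fluorescence reports GDP produced by GAP-driven GTP hydrolysis; strong numbers were not always called active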
Salmonella PhoP GFP: inhibitors of PhoP regulon expression, primary screen, Salmonella Typhimurium, GFP reporter (AID 1863). 300,000 tested, 0.16% active. one-dose inhibition, % at 50 µM; IC50 in µM for titrated hits. S. Typhimurium PhoP-regulated promoter GFP reporter, 4 h; higher % means a stronger effect;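 active = inhibition over 29.93%, a cutoff 3 SD above the screen mean, later confirmed by dose response; inconclusive = inhibition over 29.93% but no dose response follow-up; inactive = inhibition at most 29.93% or unconfirmed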;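 also: 0% = low Mg2+ inducing control and 100% = high Mg2+ repressing control; strong numbers were not always called active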
NTR1 agonist: agonists of NTR1, primary screen, imaging, U2OS cells, beta-arrestin-GFP, high content (AID 493036) | 330,000 tested, 0.17% active | activation, % at 20 µM | NTR1-U2OS beta-arrestin-GFP spot imaging, agonist mode | Neurotensin receptor type 1 (Homo sapiens), P30989;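 active = activation at or above 40% of the spot to cytoplasm intensity ratio, with at least 20 cells analyzed; inconclusive = wells under 20 cells, flagged as cytotoxic or low count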;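 also: 0% = DMSO without peptide and 100% = 100 nM NTR1 peptide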
Target sequence (P30989 whole entry, looked up): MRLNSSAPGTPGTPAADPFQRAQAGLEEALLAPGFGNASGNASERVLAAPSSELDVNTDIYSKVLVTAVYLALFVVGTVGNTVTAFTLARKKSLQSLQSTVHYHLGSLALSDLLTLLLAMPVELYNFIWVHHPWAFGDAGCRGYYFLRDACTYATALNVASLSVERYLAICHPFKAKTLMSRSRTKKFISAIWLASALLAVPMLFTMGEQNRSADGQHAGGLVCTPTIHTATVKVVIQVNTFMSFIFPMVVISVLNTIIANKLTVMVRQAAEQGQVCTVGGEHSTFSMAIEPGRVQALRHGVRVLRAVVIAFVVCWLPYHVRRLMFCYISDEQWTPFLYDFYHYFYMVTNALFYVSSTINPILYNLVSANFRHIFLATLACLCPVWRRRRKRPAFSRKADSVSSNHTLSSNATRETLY
RSV antiviral HEp-2: RSV antiviral activity via CPE protection, HEp-2 cells, primary 10 µM value included (AID 2391). HEp-2 cells, RSV-induced CPE inhibition; higher % means a stronger effect. CPE inhibition, % at 10 µM; hits with a dose series show IC50 in µM. 310,000 tested, 0.13% active; in the data active = a potency from the dose series; inconclusive = CPE inhibition mostly from about 23% at the one dose, without a potency; inactive = the rest, 99 in 100 with CPE inhibition below about 21%; also: strong numbers were not always called active
UTI89 phage lysis: inhibition of K1F phage lysis, E. coli UTI89, bacterial capsule biogenesis inhibitors, alamar blue (AID 488966). 340,000 tested, 0.02% active. inhibition, % at 100 µM, or IC50 in µM where a hit was titrated. E. coli UTI89 K1F phage lysis, alamar blue, 2 h; higher % means a stronger effect;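 active = phage lysis inhibition, versus mean bacterial control, above a set limit; inconclusive = no clear call, values can overlap the other calls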;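 also: capsule biogenesis inhibitors block K1F phage lysis so surviving cells raise fluorescence; higher fluorescence means more inhibition of phage lysis; actives were called in the ten point dose series up to 300 µM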
SV40 large T antigen: SV40 large T antigen inhibitors, biochemical (AID 1903); inhibition, % at 20 µM; hits with a dose series show IC50 in µM; SV40 large T antigen ATPase/helicase inhibition assay; higher % means a stronger effect; 310,000 tested, 0.39% active; in the data active = a potency from the dose series; inconclusive = inhibition mostly from about 32% at the one dose, without a potency; inactive = the rest, 99 in 100 with inhibition below about 32%; also: strong numbers were not always called active
West Nile virus CPE: West Nile virus antiviral activity, cell-based, CPE readout (AID 1621); 290,000 tested, 0.02% active; CPE inhibition, % at 10 µM, or IC50 in µM where a hit was titrated; West Nile virus-infected cells, CPE inhibition; higher % means a stronger effect; in the data active = a potency from the dose series; inconclusive = CPE inhibition mostly from about 3.7% at the one dose, without a potency; inactive = the rest, 99 in 100 with CPE inhibition below about 2.2%; also: strong numbers were not always called active
Dengue-2 NS5 capping: Dengue-2 NS5 methyltransferase inhibitors, primary screen, biochemical, confirmation dose response (AID 588689) | Genome polyprotein (Dengue virus type 2 (strain 16681-PDK53)) | Dengue-2 NS5 methyltransferase capping enzyme assay, biochemical; higher % means a stronger effect | inhibition, % at 25 µM; hits with a dose series show IC50 in µM | 340,000 tested, 0.3% active; in the data active = a potency from the dose series; inconclusive = inhibition above about 29% without an active follow-up result
T cell HTS: modulators of CD8 T cell-vesicle binding, primary screen, mouse 2C CD8+ T cells, flow cytometry; 330,000 tested, 0.068% active; 2C CD8+ T cell-vesicle binding; active compounds read low; AID 2052, 2009; calls only at 7 µM;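 active = response, share of CD8 T cells binding vesicles, and their 90th percentile fluorescence all below set limits, cut at about 80% in these data, passing the limit was not always enough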
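Incubation: binding step 1.5 h, 37 °C, antibody labelling 20 min, ice; system: murine 2C transgenic CD8+ T lymphocytes; technique: cytometric PE anti-B7-1 and Alexa647 anti-CD8 signals after 1% paraformaldehyde fixation; also added: QL9-charged Drosophila Ld/ICAM-1/B7-1 vesicles; control set: naked versus QL9-loaded vesicles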
T cell HTS vesicle-bound %: further read-out of T cell HTS, marked with its call; double positive events, %; measured here: CD8+ vesicle-bound cell fraction;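 binding gate set so that unloaded-vesicle control wells show 10% double positive cells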
NTR1 agonist cell count 20 µM: further read-out of NTR1 agonist, marked with its call; cell count; measured here: cell count, cytotoxicity flag
Dengue-2 NS5 capping pilot replicate: also measured in Dengue-2 NS5 capping; calls as there; inhibition, %; measured here: pilot screen replicate inhibition
* hit, by the source's call; i = inactive; ? = inconclusive; / = no result given; [ ] = another dose, or the depositor's remark. Compounds were not picked by outcome (roughly 1.5% active in at least one column).

SMILES | Rac1 GTP hydrolysis | Salmonella PhoP GFP | NTR1 agonist | NTR1 agonist cell count 20 µM | RSV antiviral HEp-2 | UTI89 phage lysis | SV40 large T antigen | West Nile virus CPE | Dengue-2 NS5 capping | T cell HTS | T cell HTS vesicle-bound % | others
CCOC(=O)C1CCCN(C(=S)Nc2ccc(OC)cc2)C1 (centres undefined) | 8.1% | 6.7% | 0.9 | 38 | -0.3% | -0.2% | 6.8% | -0.7% | -3.9% | i | 18.7
CCS(=O)(=O)N1CCC(C(=O)Nc2ccccc2OC)CC1 | 8.2% | 0.1% | -0.2 | 71 | -0.1% | 0.7% | 7.1% | 0.3% | -0.7% | i | 65.0 | Dengue-2 NS5 capping pilot replicate=-3.4
CN(CC(=O)OCC(=O)Nc1ccccc1)S(=O)(=O)c1ccc(Cl)cc1 | 3.2% | -10.8% | -0.7 | 45 | 0.4% | -1.6% | 10.5% | 0.5% | -3.7% | i | 10.4
N=C1C(=O)OCC1c1ccccc1NC(=O)CN1CCCCC1 (centres undefined) | 10.8% | 8.1% | 2.1 | 39 | 0.7% | 3.6%[50 µM] | 2.3% | -0.1% | 4.5% | i | 10.4
COc1ncccc1C(=O)NC1CCCc2c1cnn2-c1cc(C)cc(C)c1 (centres undefined) | -0.3% | 2.4% | -0.4 | 67 | 9.4% | -0.3% | 0.1% | -0.3% | -3.9% | i | 8.5
CCOc1ccccc1CN1CCN(C/C=C/c2ccc(OC)cc2)CC1CCO (centres undefined) | 8.2% | -3.8% | 0.0 | 58 | -1.0% | 0.0% | -0.1% | -1.9% | -1.5% | i | 27.1
O=C(/C=C/c1ccc(S(=O)(=O)N2CCOCC2)cc1)NCCCn1ccnc1 | 8.5% | -7.5% | 6.5 | 56 | 0.0% | 0.4% | 7.7% | 0.4% | -13.1% | i | 35.8
O=C(NC(=O)N1CCN(c2cccc(Cl)c2)CC1)c1ccc(Cl)cc1 | -0.2% | 0.0% | 1.1 | 61 | -0.6% | -0.2% | 2.8% | 0.3% | 3.9% | i | 6.0
CN(C)CCN1C(=O)C(=O)/C(=C(/O)c2ccc(OCc3ccccc3)cc2)C1c1ccncc1 (centres undefined) | 4.9% | 14.9% | / | / | / | 2.5% | 23.3% | 0.2% | -2.1% | / | /
CCc1ccc(C(=O)Nn2c(C)nc3ccccc3c2=O)cc1 | 3.0% | 0.3% | -2.4 | 84 | 1.1% | 0.7%[50 µM] | 4.7% | -0.2% | 2.6% | i | 26.4
CCOC(=O)c1c(NC(=O)Cc2ccccc2)sc2c1CCN(CC)C2 | 5.1% | / | 2.7 | 56 | -0.4% | 1.0% | 11.2% | -1.2% | 0.7% | i | 25.7
COc1ccc(NC(=S)N(CCC(C)C)C2CCN(C(C)=O)CC2)cc1 | 4.9% | 28.0% | 1.1 | 81 | -0.4% | 0.1% | -1.0% | -0.2% | -5.3% | i | 37.6
COc1ccc(C(=O)NC(C)c2nc3ccccc3n2C)cc1OC (centres undefined) | 3.0% | -7.3% | -0.5 | 87 | -0.1% | 1.6% | 5.6% | -0.2% | -11.3% | i | 4.6
Cc1cc(C(=O)N/N=C/c2cccc(OC(=O)c3ccco3)c2)n[nH]1 | 2.1% | 7.5% | -1.1 | 73 | -0.8% | 0.1% | 6.6% | -0.2% | -6.3% | i | 44.5
Cc1ccc(O)c(C(=O)c2cnc3c(c2)COc2ccccc2-3)c1 | 9.2% | 0.0% | 2.1 | 57 | ? | 7.1% | 3.4% | -0.3% | 1.6% | i | 57.7
O=C(CNC(=O)N1CC(=O)Nc2ccccc21)NCc1ccccc1 | 12.5% | -8.3% | 0.5 | 55 | 0.9% | 0.2% | 9.0% | -0.2% | 2.3% | i | 58.6
CCOC(=O)c1c(C)[nH]c(N=Nc2cccc(C)c2)c1C | 5.3% | -2.9% | 9.2 | 41 | ? | -0.3% | 14.9% | -0.4% | -4.8% | i | 5.8
CCc1cccc2c1NC(=O)C2(O)N1CCCC(C)C1 (centres undefined) | 13.8% | -6.3% | -0.4 | 64 | 0.3% | 0.0% | 13.8% | -0.1% | -8.8% | i | 29.3
Cc1c(C)n2c(SCC(=O)Nc3ccc4c(c3)OCCO4)nnc2[nH]c1=O | 2.6% | -6.8% | -1.1 | 57 | 0.4% | 0.6%[50 µM] | 9.1% | / | -2.2% | i | 27.3
COc1ccc(-n2c(Cc3cccn3C)nnc2SCC(=O)Nc2ccc(C)cc2)cc1 | 0.2% | 1.3% | 2.4 | 48 | 8.6% | 5.2% | 5.8% | -0.5% | -12.3% | i | 63.4
Cc1ccc(NC(=O)CNC(=O)c2ccc(Br)o2)nc1 | 4.3% | -0.8% | -0.6 | 61 | -0.8% | -1.2% | 8.4% | / | -0.7% | i | 21.2
Cc1cc(C)c2nc(N3CCCC3)c(C#N)cc2c1 | 8.1% | 6.9% | 4.1 | 83 | 5.6% | -0.1% | 14.4% | 0.1% | 5.6% | i | 50.6
CS(=O)(=O)N1CCN(c2ccc(NC(=O)c3ccc(Br)o3)cc2)CC1 | 3.2% | 8.1% | -1.0 | 61 | 0.6% | -1.5% | -2.2% | -0.4% | 2.4% | i | 24.1
COc1ccc(C(=O)N2N=C(c3cccs3)CC2c2ccccc2O)cc1 (centres undefined) | / | -4.4% | 2.7 | 51 | 17.2% | 0.1% | 5.6% | 0.9% | -10.1% | i | 20.4
COc1ccccc1/C=C/C=N/n1c(-c2ccncc2)n[nH]c1=S | 7.3% | -13.2% | 2.5 | 58 | 1.7% | 1.6%[50 µM] | 11.3% | -0.7% | 0.0% | i | 54.1
COc1ccc(CCNC(=O)CNC(=O)c2ccccc2Br)cc1OC | 7.5% | -0.2% | -0.5 | 53 | 2.5% | 0.1% | 5.7% | -0.6% | -3.3% | i | 8.9
COc1ccc(/C=N\NC(=O)c2ccccc2F)cc1COc1ccc(F)cc1 | 6.4% | -8.0% | -0.3 | 43 | 2.1% | 0.7% | 3.0% | -0.2% | -5.2% | i | 8.8
O=C(COC(=O)CN1C(=O)NC2(CCCC2)C1=O)Nc1ccccc1C(F)(F)F | -0.6% | 1.4% | 0.4 | 54 | -0.6% | 0.4%[50 µM] | 11.3% | / | -3.6% | i | 39.7
CCn1cc(C(=O)NCCc2ccccc2)c(=O)c2cc(S(=O)(=O)N(C)C)ccc21 | 11.9% | 5.3% | 2.8 | 46 | 1.1% | 0.1% | 2.9% | -0.1% | -4.6% | i | 13.0
COc1ccc(Cl)cc1C(=O)NNC(=O)c1nn(C)c(=O)c2ccccc12 | 5.5% | / | -0.8 | 52 | / | 0.3%[50 µM] | / | / | 0.8% | i | 39.9
Cc1cnnc2c1-c1no[n+]([O-])c1CC2 | 7.7% | 3.0% | 0.0 | 51 | 0.5% | 1.5% | 1.2% | 0.6% | -6.4% | i | 34.2
COc1ccc(C=O)cc1CN1CCCN(Cc2ccccc2F)S1(=O)=O | 11.3% | -6.4% | -1.0 | 87 | 2.4% | -0.1% | 10.3% | 0.1% | -2.0% | i | 62.2
Cc1ccc2nc(NC(=O)COC(=O)CSc3nc(C)cc(C)n3)sc2c1 | 11.0% | -4.3% | -1.2 | 92 | 3.4% | 0.2% | -0.4% | 0.3% | -3.2% | i | 43.4
O=C(CSc1nc2ccccc2c(=O)n1-c1ccccc1F)N1CCOCC1 | 2.2% | / | -2.2 | 52 | / | -1.1% | / | / | -8.1% | i | 37.3
O=C(NC(=S)N1CCN(c2ccc([N+](=O)[O-])cc2)CC1)c1ccccc1F | 2.7% | -19.3% | -0.4 | 45 | -0.2% | 5.3% | 3.3% | -1.2% | -8.4% | i | 45.9
COc1cc(OC)c(NC(=S)NCc2ccc(F)cc2)cc1Cl | 11.9% | 1.3% | 0.3 | 39 | -0.7% | 0.4% | 8.3% | -0.2% | -6.2% | i | 31.1
CC(C)(C)C(=O)OCCn1c(=O)c2cc3c(=O)n(CCOC(=O)C(C)(C)C)c(=O)c3cc2c1=O | -5.0% | 12.1% | 0.4 | 85 | 2.2% | 0.1% | -8.4% | -0.2% | 1.6% | i | 48.6
OCC1(Cc2ccccc2)CCN(Cc2ccc(-c3ccco3)cc2)CC1 | 0.7% | -5.8% | 3.6 | 18 | 2.0% | 1.6% | 21.5% | -1.7% | -7.7% | i | 18.4
CCCCc1nn2c(N)c(/C=C3\C=Nc4ccccc43)c(=O)nc2s1 | 7.4% | -17.7% | 4.3 | 44 | 5.3% | i | 3.9% | -0.1% | -1.5% | i | 47.9
Cc1csc(NC(=O)CSCc2c(C)noc2C)n1 | 10.7% | 8.7% | -1.1 | 69 | -0.3% | -1.2% | 11.1% | / | -7.4% | i | 54.5
Cc1ccc2[nH]c(=O)c(CN(Cc3ccco3)C(=O)c3ccncc3)cc2c1 | 6.7% | 3.9% | -1.4 | 92 | -0.5% | -0.1% | 6.2% | -1.2% | -2.9% | i | 37.3
Cc1cc(C)c2nc(Cl)c(C3NC(=O)c4ccccc4N3)cc2c1 (centres undefined) | -1.4% | -6.2% | -0.8 | 70 | -0.1% | 0.1% | 4.5% | 0.3% | 6.4% | i | 27.1
Cc1nnc(SCC(=O)N2CCc3ccccc3C2)n1-c1ccccc1 | 4.7% | -9.8% | -0.9 | 32 | 2.4% | 0.6%[50 µM] | 13.7% | 0.2% | -11.0% | i | 38.1
C=CCN(CC=C)C(=O)c1c(OC)cccc1OC | -0.5% | -0.5% | 0.6 | 59 | 0.6% | 3.7% | 22.1% | 0.4% | 3.6% | i | 50.8
